RSV antiviral HEp-2: inhibition of RSV-induced cytopathic effect – HEp-2 cells, primary 10 µM value included (AID 2391); HEp-2 cells, RSV-induced CPE inhibition; higher % means a stronger effect; CPE inhibition, % at 10 µM; hits with a dose series show IC50 in µM; 310,000 compounds, 0.13% hits; in the data active = a potency from the dose series; also: strong numbers were not always called active
Numbers without * were called inactive.

RSV antiviral HEp-2 | SMILES
-0.5% | O=C(COC(=O)/C=C/c1ccc(F)cc1)NCc1cccs1
0.1% | CN(CC(=O)NNC(=O)CNC(=O)c1ccccc1F)S(=O)(=O)c1ccc(Cl)cc1
24% | COc1cc(OC)cc(-c2c(-c3cccs3)c3cc(-c4ccn[nH]4)ccc3n2C)c1
0.2% | CCCOc1ccc(NC(=O)CC2C(=O)OCC3CCCCN32)cc1 (centres undefined)
0.5% | CN1CCN(c2ccc(NC(=O)c3cc(S(N)(=O)=O)ccc3N3CCOCC3)cc2)CC1
0.0% | CCOC(=O)[C@H]1[C@H]2COc3ccc(OC)cc3[C@@H]2N2C(=O)CN(Cc3ccc(C)cc3)C(=O)[C@@]12C
0.1% | CCOC(=O)c1sc(NC(=O)C2CC(=O)N(c3ccccc3OC)C2)nc1C (centres undefined)
0.4% | O=C(COC(=O)c1ccccn1)NCc1ccc(Cl)cc1Cl
0.8% | CN(CC(=O)Nc1c(Cl)cccc1Cl)C(=O)Cc1cccs1
0.2% | CN(C)S(=O)(=O)c1ccc(Cl)c(NC(=O)COC(=O)/C=C/c2ccc3ccccc3n2)c1
0.1% | O=C(COc1ccc(Br)cc1Cl)N1CCN(c2ncccn2)CC1
-0.4% | COc1cccc(CN(C)C(=O)CN2C(=O)NC3(CCCc4ccccc43)C2=O)c1 (centres undefined)
1.6% | O=C(NCC(=O)N1CCN(C(=O)c2ccccc2)CC1)c1ccc(Cl)cc1Cl
1.3% | CCCCN(C(=O)c1cc2c(s1)CCCCC2)c1c(N)n(CCC)c(=O)[nH]c1=O
1.1% | Cc1ccc(C(=O)OCC(=O)Nc2cc(C(C)(C)C)no2)c(C)c1
0.2% | CN(Cc1ccccc1)C(=O)CNC(=O)C12CC3CC(CC(C3)C1)C2
1.2% | COc1ccc(S(=O)(=O)N2CCCCC2)cc1NC(=O)Cc1ccsc1
0.6% | Cc1nc2ncnn2c(N2CCC(C(=O)NCC3CCCO3)CC2)c1Cc1ccccc1 (centres undefined)
-0.4% | O=C(COC(=O)c1cc(=O)[nH]c2ccccc12)NCc1ccc(F)cc1
-0.8% | CCN1CCN(c2ccc(S(=O)(=O)N3CCCCC3)cc2N)CC1
0.9% | O=C(NNC(=O)c1ccc2c(=O)n3c(nc2c1)CCC3)c1ccc(Cl)cc1
0.4% | COc1ccc(NC(=O)C(C)(C)Oc2ccc(Cl)cc2)cn1
0.0% | CSc1ncccc1C(=O)OCC(=O)NC1CCC(C)CC1 (centres undefined)
1.8% | O=[N+]([O-])c1cc(S(=O)(=O)NCCc2ccccn2)ccc1Cl
1.0% | CCn1c(N)c(C(=O)COC(=O)CCc2nc3ccccc3c(=O)[nH]2)c(=O)[nH]c1=O
-0.5% | O=C(CN1C(=O)NC2(CCCCCC2)C1=O)Nc1ccc(Br)cc1Br
6.9% | COc1cc(OC)c(N(C)C(=O)c2cc3c(s2)-c2ccccc2S(=O)(=O)C3)cc1Cl
15% | Cc1ccc(CN2CC(=O)N3[C@H]4c5ccccc5OC[C@@H]4[C@H](c4ccccc4)[C@]3(C)C2=O)cc1
0.0% | O=C(COC(=O)CNC(=O)c1ccc(Cl)c([N+](=O)[O-])c1)NNC(=O)c1ccccc1F
2.5% | CCOc1ccccc1NC(=O)C1CCCN1S(=O)(=O)c1ccccc1C(F)(F)F (centres undefined)
1.1% | COc1ccc(NC(=O)c2cc(-c3ccco3)nc3ccccc23)cn1
1.7% | CCSc1nc(-c2ccccc2)cc(=O)[nH]1
0.5% | COc1ccc(CCC2(C)NC(=O)N(C(C)C(=O)Nc3ccccc3F)C2=O)cc1 (centres undefined)
3.5% | Cc1cccc(N(Cc2ccccc2)C(=O)CN2C(=O)NC3(CCCCC3C)C2=O)c1 (centres undefined)
0.0% | COc1ccc(S(=O)(=O)N2CCN(CC(=O)NCC3(N4CCOCC4)CCCCC3)CC2)cc1
1.5% | Cc1ccc(C(=O)OCC(=O)Nc2cccc(S(=O)(=O)N3CCOCC3)c2)o1
0.0% | CC1CCCCC12NC(=O)N(CC(=O)N1CCN(S(=O)(=O)Cc3ccccc3)CC1)C2=O (centres undefined)
0.2% | O=C(NC1CC1)c1cccc(NC(=O)c2cn3ccccc3n2)c1
-0.4% | Cc1cccc(NC(=O)C2CC(=O)N(c3ccc4c(c3)OCCO4)C2)n1 (centres undefined)
0.6% | CCCCN(Cc1nc2ccccc2c(=O)[nH]1)C(=O)COc1ccc(F)cc1Cl
2.0% | COc1cccc(Nc2nn3c(=O)c4ccccc4nc3s2)c1
3.7% | COc1ccc(O)c(C(=O)c2cnn(S(=O)(=O)c3ccc(C)cc3)c2)c1
0.2% | Cc1cc(C)cc(OCC(=O)Nc2ccc(-n3cnnn3)cc2)c1
0.7% | Cc1cc(C(=O)CN2C(=O)c3ccccc3S2(=O)=O)c(C)n1C(C)C
0.4% | COc1ccc(NC(=O)CSc2nnc(-c3ccc(F)cc3)o2)cn1
-0.2% | O=C(NCC1CCCO1)c1ccc(Br)c(S(=O)(=O)N2CCOCC2)c1 (centres undefined)
1.6% | COc1cccc(C2=CC(=O)C[C@H](c3ccc(F)cc3)C2)c1OC
2.5% | COc1ccc(NC(=O)CN(C)CC(=O)Nc2sc3c(c2C#N)CCC3)cc1
0.7% | O=C(CNC(=O)c1ccco1)Nc1ccc(N2CCCCCC2)cc1
1.4% | O=C(COC(=O)c1ccc(O)cc1)Nc1cccc(S(=O)(=O)NC2=NCCC2)c1

The list continues:
RSV antiviral HEp-2 | SMILES
1.3% | Cc1ccc(S(=O)(=O)NCCC(=O)NNC(=O)COc2ccc(Br)cc2)cc1C
0.2% | CCC/C(=C1/c2ccccc2C(=O)N1c1ccccc1)c1ccc2c(c1)OCCO2
0.6% | O=C(CN1CCN(c2cccc(C(F)(F)F)c2)CC1)N(C1CCCC1)C1CCS(=O)(=O)C1 (centres undefined)
-0.2% | O=S(=O)(c1ccc(Br)s1)N1CCN(CCc2ccccc2)CC1
0.5% | O=C(CCCN=C1NS(=O)(=O)c2ccccc21)Nc1ccc(Cl)cc1
3.3% | S=C(NC1CC1)SCc1ccco1
1.3% | CCOC(=O)C1CCN(C(=O)CCNS(=O)(=O)c2ccc(C)cc2)CC1
-0.6% | Cc1ccc(C2(c3ccccc3)NC(=O)N(CC(=O)N(C)C3CCS(=O)(=O)C3)C2=O)cc1C (centres undefined)
0.3% | N#Cc1ccc(NC(=O)CSc2nc3[nH]c(=O)cc(O)c3s2)cc1
0.1% | O=C(NCC1CCCO1)c1cccc(S(=O)(=O)Nc2ccc(SC(F)F)cc2)c1 (centres undefined)
0.9% | COc1cc(/C=C/C(=O)OCC(=O)NC(=O)NC2CCCCC2C)ccc1OC(F)F (centres undefined)
1.6% | COc1ccc(CC(=O)Nc2ccc(S(=O)(=O)N3CCOCC3)cc2)cc1
3.4% | Cc1nn(CC(=O)Nc2cc(S(=O)(=O)N3CCOCC3)ccc2Cl)c(C)c1[N+](=O)[O-]
0.9% | O=C(OCC(=O)N1CCCC1)c1c[nH]c2ccccc12
2.0% | Cc1cccc(C(=O)NCC(=O)N2CCN(S(=O)(=O)/C=C/c3ccccc3)CC2)c1
2.6% | O=C(Nc1nccs1)c1nc[nH]c1C(=O)N1CCc2ccccc2C1
3.1% | O=C(NOCc1ccccc1)c1ccc(Cl)cc1Cl
1.2% | CC(=O)Nc1ccc(NC(=O)C2CCN(S(=O)(=O)c3ccc4c(c3)OCCO4)CC2)cc1
0.2% | COCCn1c(N)c(N(Cc2ccccc2)C(=O)COc2ccccc2F)c(=O)[nH]c1=O
0.2% | CC(C)(C)CNC(=O)c1ccc2c(c1)S(=O)(=O)c1cc(Cl)ccc1C2=O
-0.9% | COc1ccc(SC[C@H](Cc2ccccc2)N2CC[C@@H](C)CCC2=O)cc1
3.3% | COc1ccc(NC(=O)COC(=O)c2ccc(-n3cnnn3)cc2)c([N+](=O)[O-])c1
0.2% | COc1ccc(C2=CC(=O)C[C@H](c3ccc(F)cc3)C2)c(OC)c1
0.7% | CC(=O)c1ccc(-c2ccc(C(=O)N(C)Cc3nc4ccccc4c(=O)[nH]3)o2)cc1
-0.6% | O=C(CN(c1ccccc1)S(=O)(=O)c1ccc(F)cc1)NCc1cccs1
0.7% | O=C(Nc1ccc(C(F)(F)F)cc1)C1=NN(C2CCS(=O)(=O)C2)C(=O)CC1 (centres undefined)
1.6% | CN(Cc1cnn(Cc2ccccc2)c1)C(=O)CN=C1NS(=O)(=O)c2ccccc21
2.0% | CCc1ccc(NC(=O)C(C)Sc2ccc(S(=O)(=O)N3CCN(C)CC3)cn2)cc1 (centres undefined)
0.3% | COc1ccc(CCNC(=O)CN(C)S(=O)(=O)c2cccs2)cc1
0.8% | COCc1c(C(=O)N2CCN(S(=O)(=O)c3ccccc3Cl)CC2)oc2ccccc12
0.2% | CC1CN(C(=O)CSc2nnc(-c3cccs3)n2N)CC(C)O1 (centres undefined)
0.0% | CC(=O)c1ccc(OC(C)C(=O)NC2CCCCC2C)cc1 (centres undefined)
0.4% | Cc1cccc(C(=O)OCC(=O)Nc2c(C)n(C)n(-c3ccccc3)c2=O)c1
0.4% | COCCn1c(SCC(=O)NC(=O)NC2CCCC2)nc2ccccc2c1=O
1.2% | CC(=O)c1ccc(S(=O)(=O)NCCCC(=O)N(C)Cc2ccc3c(c2)OCO3)cc1
1.6% | COc1ccccc1NS(=O)(=O)c1ccc(C(=O)NCCCn2ccnc2)cc1
9.9% | CC1(c2cccc(Br)c2)NC(=O)N(CC(=O)N2CCc3ccccc32)C1=O (centres undefined)
-0.3% | O=C(COC(=O)c1ccc2c(c1)OCO2)Nc1cccc(F)c1
1.0% | CN(C(=O)CSc1nnc(-c2ccc(C(C)(C)C)cc2)n1C)C1CCS(=O)(=O)C1 (centres undefined)
-0.2% | O=S(=O)(Nc1cc(S(=O)(=O)N2CCOCC2)ccc1NCC1CCCO1)c1ccccc1F (centres undefined)
-0.2% | CCOC(=O)c1c(C)[nH]c(C(=O)N(C)CC(=O)Nc2ccc(OC)cc2)c1C
3.0% | CN(C(=O)c1ccc(NC(=O)Cc2ccc(NC(=O)C3CCCN(C(=O)C4CCCC4)C3)cc2)cc1)C1CC1 (centres undefined)
1.1% | COc1ccc(C(=O)NCCOc2cccc(Oc3ccccc3)c2)cc1OC
2.3% | O=C(c1cccc(S(=O)(=O)N2CCCC2)c1)N1CCOCC1
1.7% | CCn1c(SCC(=O)c2c(N)n(C3CC3)c(=O)[nH]c2=O)nnc1-c1ccoc1C
3.1% | CC(C)n1nc(C(=O)NNC(=O)c2ccc(OC(F)F)cc2)c2ccccc2c1=O
0.5% | CCCCN1C(=O)C(=O)N(CC(=O)N2CCc3ccccc32)C1=O
-1.4% | CNC(=O)c1[nH]cnc1C(=O)Nc1cccc(Cl)c1
0.7% | COC(=O)c1cc(Br)ccc1NC(=O)CSCc1c(C)noc1C
0.1% | CCOc1ccc2oc(C(=O)OCC(=O)NCc3ccc(OC)cc3)c(C)c2c1

Next compounds follow:
RSV antiviral HEp-2 | SMILES
2.1% | CS(=O)(=O)NCc1ccccc1Br
-0.8% | Cc1ccc(S(=O)(=O)NCCC(=O)NCC(c2cccs2)N(C)C)cc1C (centres undefined)
0.5% | O=C(OCC(=O)N1CCOCC1)c1cnc(Cl)c(Cl)c1
0.8% | COc1ccc(C(=O)COC(=O)c2cncc(Br)c2)cc1
0.5% | CCOC(=O)C1CCN(C(=O)c2ccc(N3CCOCC3)c([N+](=O)[O-])c2)CC1
1.1% | COc1cc(OC)cc(C(=O)NC2CC3CCC(C2)N3C)c1 (centres undefined)
0.5% | O=C(NCC(c1ccco1)N1CCCC1)c1ccc(Cl)c(S(=O)(=O)N2CCc3ccccc32)c1 (centres undefined)
1.4% | O=C(NC1CCCCC1)c1cc(S(=O)(=O)N2CCCCC2)ccc1N1CCOCC1
2.1% | O=C(COC(=O)COc1ccccc1)NC12CC3CC(CC(C3)C1)C2
0.6% | COc1cc(C(=O)NNC(=O)COc2ccccc2Cl)ccc1OCC(=O)N1CCOCC1
0.2% | CS(=O)(=O)c1ccc(N2CCN(S(=O)(=O)c3cccs3)CC2)c([N+](=O)[O-])c1
0.5% | Cc1ccc(OCC(=O)Nc2nc(C)c(Cl)cc2Cl)c([N+](=O)[O-])n1
-0.6% | COc1ccc2oc(C(=O)N3CCN(C/C=C/c4ccccc4)CC3)c(C)c2c1

Only part of the results is shown; the hit share may differ from the screen's.
